KB-3-1 tox = KB-3-1 parental cell cytotoxicity | KB-3-1 viability, CellTiter-Glo ATP luminescence, 72 h | Potency, µM (titrated, usually from 46.1 µM), for inactives: at the top dose activity change, negative = cytotoxic, usual class: cytotoxic | 400,000 tested, 1.4% active; further: potency means the concentration at half of the fitted maximal effect; on the % scale 0 is the no-effect control and ±100 the full control effect; nearly all actives have a fitted effect of over 60% in size
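Using CellTiter-Glo luminescence, growth of non-resistant KB-3-1 adenocarcinoma cells is assessed 72 h after pin-tool compound addition at 37 °C. Normalized responses across the concentration series yield fitted curves.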
HT1080-NT tox = kills 2HG-producing HT-1080-NT fibrosarcoma cells; HT-1080-NT fibrosarcoma viability, CellTiter-Glo ATP luminescence, 48 h; Potency, µM (titrated, usually from 46.1 µM), without a hit: at the highest dose activity, negative = less viability, usual class: cytotoxic; 360,000 tested, 1.6% active; AID 686970;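 further: NT is the 2HG producing partner of a matched IDH1 knockdown line; potency means the concentration at half of the fitted maximal effect; 0% = DMSO-treated cells and -100% = media-only wells without cells; nearly all actives have a fitted effect of over 55% in size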
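Viability by CellTiter-Glo luminescence after 48 h compound exposure at 37C of HT-1080-NT cells (750/well, RPMI, 5% FBS). % activity scaled between DMSO wells and medium-only wells, then curve-fitted and categorized by curve class.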
ATXN viability = cell viability loss in ATXN counter-screen; S2 cells (HEK-293 line with an ATXN2-luciferase reporter) viability, CellTiter-Fluor protease fluorescence, 24 h; Potency, µM (highest dose often 56.7 µM), actives largely listed as cytotoxic; 400,000 tested, 0.49% active; AID 651635; further: potency means the concentration at half of the fitted maximal effect; nearly all actives have a fitted effect of over 40% in size
MCF10A rereplic = DNA re-replication induction in MCF 10a cells; MCF 10A DNA re-replication, Hoechst nuclear intensity, 48 h; 350,000 tested, 2.9% active; Potency, µM (top dose mostly 46.1 µM), inactives show at the top dose activity, positive = re-replication, usual class: activators; AID 624296; further: potency means the concentration at half of the fitted maximal effect; % of control where 0% means no effect; nearly all actives have a fitted effect of over 50% in size
ATXN2 expr inh = inhibitors of ATXN2 expression. 360,000 tested, 0.72% active. HEK-293 ATXN2-luciferase reporter, luminescence, 24 h. AID 1745845. Potency, µM (top dose mostly 57 µM), inactives show at the top dose activity change, negative = inhibition, hits mostly inhibitors; further: potency means the concentration at half of the fitted maximal effect; on the % scale 0 is the no-effect control and ±100 the full control effect; nearly all actives have a fitted effect of over 55% in size
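ATXN2-luciferase reporter cells (luciferase flanked by upstream and downstream ATXN2 gene portions) were treated 24 h at 37 °C with compounds at up to 57 uM. SteadyGlo luminescence gave expression; GF-AFC fluorescence gave viability.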
HT1080 IDH1KD tx = kills HT-1080 cells with IDH1 knockdown. AID 686971. 360,000 tested, 2% active. Potency, µM (top dose mostly 46.1 µM), for the others: at the top dose activity, negative = toxicity, actives largely listed as cytotoxic. HT-1080 IDH1 knockdown viability, ATP luminescence, 48 h;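 further: potency means the concentration at half of the fitted maximal effect; 0% = DMSO wells and -100% = cell-free medium wells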
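Cytotoxicity counter-line: IDH1KD HT-1080, 48 h, CellTiter-Glo. Curves classed by r2, magnitude and activity.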
HepG2 tox = HepG2 cytotoxicity, counter-screen for TGF-b inhibitors. HepG2 CAGA-GFP viability, ATP luminescence, 18 h. Potency, µM (series often up to 46.1 µM), inactives show at the top dose activity change, negative = cytotoxicity, most hits filed as cytotoxic. 410,000 tested, 0.76% active; further: potency means the concentration at half of the fitted maximal effect; some results filed as inactive show a strong effect at the top dose
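CellTiter-Glo luminescence gave cytotoxicity after 18 hours at 37 degrees C. The cells were HepG2 CAGA-GFP in 1% FBS DMEM, stimulated with 500 pg/mL TGF-beta after compound addition. %Activity was normalised to no-cell wells (complete cell-killing) and DMSO (no toxicity), and curves were fitted and classified.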
SW480 rerep = induces DNA re-replication in SW480 colon adenocarcinoma cells; SW480 DNA re-replication, Hoechst DNA content imaging, 48 h; Potency, µM (top dose mostly 46.1 µM), for the others: at the top dose re-replication activation, most hits filed as activators; 340,000 tested, 1.8% active; further: potency means the concentration at half of the fitted maximal effect; % of control where 0% means no effect; nearly all actives have a fitted effect of over 55% in size
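First, 250 cells per well were seeded. Next, compound or vehicle (23 nL) was pinned in, plates sat 48 hr at 37 C. Finally Hoechst was added for 40 min before fluorescence scanning.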
IL1B secr inh = inhibitors of inflammasome signaling (IL-1 beta secretion). 360,000 tested, 4.7% active. activity change, % at 57.5 µM. THP-1 LPS/ATP IL-1B secretion, AlphaLISA, 16 h; stronger effect = lower value; in the data active means activity change below about -50%; inconclusive means mostly about -30% to -49%; further: on the % scale 0 is the no-effect control and ±100 the full control effect
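Secreted IL-1B measured by AlphaLISA bead assay after 16 h compound exposure of THP-1 cells; compounds (final up to 57.5 uM) added 1 h before LPS (250 ng/mL) and ATP (1.25 mM) stimulation; lower signal means less secretion.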
Numbers without * were called inactive; i = inactive; ? = inconclusive; · = not tested or not shown; [ ] = remark or other dose. Unless noted, the call rests on the fitted dose curve; in most records, active means well fitted curve in the direction sought with a large enough effect; inconclusive means small, poorly fitted or top-dose-only effect, or another doubt; inactive means no such curve, though single readings can be large; an effect the other way counts as inactive or inconclusive.

SMILES	KB-3-1 tox	HT1080-NT tox	ATXN viability	MCF10A rereplic	ATXN2 expr inh	HT1080 IDH1KD tx	HepG2 tox	SW480 rerep	IL1B secr inh
N#Cc1ccc(C23OCCN2CCn2c3c3ccccc3[n+]2[O-])cc1 (stereo not given)	-13%	3%	i	?	?	-4%	-30%	?	10
N#Cc1ccc(-c2ccc(F)cc2)nc1Sc1ccccc1	-30%	2%	i	?	-13%	14%	2%	3%	-4
Cc1ccc(S(=O)(=O)N2CCN(C(=O)c3ccco3)CC2)cc1	0%	5%	i	-6%	-6%	9%	1%	-5%[9.22 µM]	-1
CCOC(=O)c1c(O)c2ccccc2n(CC)c1=O	-1%	0%	i	5%	3%[11.3 µM]	-3%	-13%	-18%	-5
O=C(c1ccc(Cl)c(Cl)c1)c1cc(-c2ccccn2)c(N2CCOCC2)s1	3%	-6%	i	21µM*	-11%	-7%	4%	22%	11
CCN(CC)C(=O)Cn1cc(S(=O)(=O)CC(=O)Nc2ccccc2C)c2ccccc21	0%	20%	i	-1%	4%	18%	-4%	0%	4
CCc1ccccc1Oc1nc(NC(C)C)nc2ccsc12	0%	0%	i	·	-13%	-15%	-33%	·	41
Cc1c2c(nc3nc4ccccc4n13)CC(C)(C)CC2=O	16%	7%	i	3%	0%	2%	-1%	-12%	-1
CSc1nc(-c2ccccc2)nc(NC(=O)c2ccccc2)c1C(C)=O	-3%	1%	i	-9%	-16%	-5%	-14%	-20%	?
COc1ccc(CCN(C)C2CCCN(S(=O)(=O)c3ccccc3)C2)cc1OC (stereo not given)	-2%	2%	i	6%	-6%	1%	-30%	?	9
CCCCC(=O)NC(=S)Nc1ccc(Cl)c(C(=O)O)c1	1%	-4%	i	-31%[inhibitor]	-11%	3%	0%	-38%[inhibitor]	-6
CC(C(=O)Nc1ccccc1)n1nnc2sc3c(c2c1=O)CCCC3 (stereo not given)	0%	·	i	·	-14%	·	-26%	·	·
CCOC(=O)NNC(=O)c1[nH]c2ccc(Br)cc2c1-c1ccccc1	-10%	-24%	i	?	·	-6%	-48%	-2%	-21
CC1CC(=O)N(CC(=O)NCc2ccc(F)cc2)c2ccccc2S1(=O)=O (stereo not given)	1%	0%	i	-5%	3%	10%	0%	-13%	4
O=C(COC(=O)COc1cccc2ccccc12)NCC(F)(F)F	14%	6%	·	5%	2%	23%	4%	-10%	-2
COc1ccc(Cl)cc1NC(=O)COC(=O)c1c(-c2ccccc2)noc1C	-17%	-6%	i	1%	·	-23%	-14%	0%	-17
CCC(C)(C)C1CCc2[nH]nc(C(=O)NCCN3CCOCC3)c2C1 (stereo not given)	4%	6%	i	?	-6%	9%	-2%	9%	-4
COc1ccc(C(=O)OCC(=O)c2c(N)n(C)c(=O)n(C)c2=O)cc1OC	17%	17%	i	-38%[inhibitor]	-3%	8%	8%	-9%	-2
Cc1cccc(C(=O)Oc2ccc3ccc(O)cc3c2)c1	-24%	-9%	i	0%	·	2%	6%	?	-10
COC(=O)[C@H](Cc1ccccc1)NC(=O)Cn1cnc2c(OCc3ccccc3)ncnc21	-23%	12%	i	?	2%	12%	-9%	?	?
O=C(Nc1ccc(Cc2ccncc2)cc1)c1ccc(S(=O)(=O)N2CCCC2)cc1	-29%	-18%	i	?	?	?	-19%	?	-96*
CCCS(=O)(=O)N1CCN(S(=O)(=O)c2ccc(F)cc2)CC1	6%	17%	i	49%	1%	12%	-5%	-3%	6
[O-][n+]1ccccc1/C=C/c1ccccc1	-1%	26%	i	3%	-2%	5%	-1%	-8%	-18
C#CCOCCOCCOCCNc1nc(N2CCOCC2)nc(N2CCN(C(=O)[C@H](CCCCN)n3cc(CN)nn3)CC2)n1	0%	0%	i	28%	6%	6%	10%	20%	-13
O=C(CSc1cccc[n+]1[O-])c1cc2ccccc2o1	18µM*	7.3µM*	i	19%	64%[activator]	16µM*	-42%	13µM*	-12
COC(=O)CCS(=O)(=O)c1nc(-c2ccccc2)cc(C(F)(F)F)n1	-28%	7.1µM*	·	3.7µM*	?	3.5µM*	14µM*	?	-105*
COc1ccc(C2=NN(Cc3c(F)cccc3Cl)C(=O)CC2)cc1	-9%	0%	i	-2%	·	0%	-26%	-7%	8
CCOC(=O)c1cnc(SC)nc1NCCOC	?	7%	i	-2%	-20%	8%	12%	6%	75
CN(Cc1nccn1C)C(=O)C1CCC(=O)N(Cc2cccc(C(F)(F)F)c2)C1 (stereo not given)	5%	3%	i	11%	11%	5%	5%	0%	19
COc1ccc(C(=O)C2CCCN(Cc3cnc(N4CCOCC4)s3)C2)c(OC)c1 (stereo not given)	-20%	-10%	i	-2%	-30%	-12%	-28%	1%	23
O=C(NCc1cccs1)C(Cc1ccccc1)NS(=O)(=O)c1cccs1 (stereo not given)	11%	-2%	i	12%	-9%	-8%	-4%	-11%	?
C=CCn1cnc2scc(-c3ccc(CC)cc3)c2c1=O	-2%	-8%	i	10%	-17%	-13%	-6%	11%	?
COc1ccccc1NC(=O)c1cccc(S(=O)(=O)N2CCCCCC2)c1	2%	·	?	·	-19%	·	-29%	·	·
Cc1ccc2nc(-c3ccc(N4C(=O)CC(N5CCN(CCO)CC5)C4=O)cc3)sc2c1 (stereo not given)	3%	-2%	?	-65%[inhibitor]	45%[activator]	0%	-39%	19%	?
CC(NS(=O)(=O)c1cn(C)c(=O)n(C)c1=O)c1ccccc1 (stereo not given)	18%	7%	?	-1%	8%	16%	-1%	-6%	6
Cc1ccc(S(=O)(=O)N2CCN(C(=O)CCCN3C(=O)NC4(CCCC4)C3=O)CC2)cc1C	19%	-6%	i	-8%	1%	-1%	3%	-5%	2
COc1cccc(Oc2cc(Cl)nc(N)n2)c1	6%	7%	i	1%	-4%	1%	-1%	-2%	15
COc1ccc(OC)c2c1CCC2=O	-1%	-1%	i	-17%	-5%	-2%	-9%	-1%	-5
Cc1ccc(NNC(=O)C(O)(c2cccc(C(F)(F)F)c2)c2cccc(C(F)(F)F)c2)cc1	16µM*	7.3µM*	i	12µM*	-25%	7.3µM*	-114%	?	-97*
CC(=O)Nc1ccc2nc(NC(=O)c3cccnc3)sc2c1	0%	1%	i	0%	·	-3%	-1%	0%	-17
CC(=O)Nc1ccc(S(=O)(=O)N(C)CC(=O)OCC(=O)N2CCN(C(=O)c3ccco3)CC2)cc1	10%	4%	i	-22%	3%	-3%	18%	1%	-4
CCOc1cc(/C=N/Nc2nc(Nc3ccccc3)nc(N3CCCCC3)n2)ccc1OCC(=O)O	1%	-6%	i	17%	12%	1%	-14%	0%	3
COc1ccccc1CNC(=O)CCC(=O)N1CCOc2ccc(Cl)cc21	-12%	-1%	i	4%	-28%	1%	-26%	-1%	-15
CCCCN(C)S(=O)(=O)c1c(C)[nH]c(=O)[nH]c1=O	20%	0%	?	1%	-4%	40%	8%	-10%	14
Cc1ccccc1C(=O)N1c2ccccc2OCC1C(C)(C)C (stereo not given)	9%	-1%	i	15%	·	-6%	-2%	-6%	47
CCOC(=O)c1ccc(N(C(=O)c2ccco2)C(C(=O)NC2CCCCC2)c2ccncc2)cc1 (stereo not given)	-7%	0%	i	10%	-18%	1%	10%	-1%	-4
COc1cccc(CNC(=O)CCC2CCCN(C(=O)c3ccc(F)c(Cl)c3)C2)c1 (stereo not given)	-7%	2%	i	1%	-3%	-6%	-11%	?	i
CC(C)CC(=O)Nc1nc2c(c(=O)[nH]1)CCCC2	25%	19%	i	-11%	0%	17%	4%	-17%	3

Pulled by structure from the entries so far (two):
SMILES	KB-3-1 tox	HT1080-NT tox	ATXN viability	MCF10A rereplic	ATXN2 expr inh	HT1080 IDH1KD tx	HepG2 tox	SW480 rerep	IL1B secr inh
Cc1ccccc1C(=O)N1c2ccccc2OCC1C(C)(C)C (stereo not given)	9%	-1%	i	15%	·	-6%	-2%	-6%	47
CCOC(=O)c1ccc(N(C(=O)c2ccco2)C(C(=O)NC2CCCCC2)c2ccncc2)cc1 (stereo not given)	-7%	0%	i	10%	-18%	1%	10%	-1%	-4

Continued.
SMILES	KB-3-1 tox	HT1080-NT tox	ATXN viability	MCF10A rereplic	ATXN2 expr inh	HT1080 IDH1KD tx	HepG2 tox	SW480 rerep	IL1B secr inh
COc1ccccc1-n1c(CNC(=O)c2ccco2)nnc1SCC(=O)Nc1ccc(F)cc1	-4%	0%	i	14%	-4%	-1%	-5%	-14%[9.22 µM]	38
O=[N+]([O-])c1cccc(N2Cc3ccccc3C2)c1	6%	9%	i	-1%	-6%	9%	4%	3%	6
Cc1c(NP(=O)(c2ccc(Br)cc2)c2ccc(Br)cc2)c(=O)n(-c2ccccc2)n1C	-12%	-14%	i	1%	-6%	-21%	-3%	2%	-8
O=C(Nc1cccnc1)c1cc(-c2cccc(Br)c2)nc2ccccc12	-1%	-6%	?	?	-20%	-2%	-12%	3%	1
O=S(=O)(c1ccccc1Cl)N1CCCC1c1nc(-c2ccccc2Cl)no1 (stereo not given)	-28%	-2%	i	19%	-6%	-24%	-27%	7%	17
Nc1cc(=O)[nH]c(SCC(=O)Nc2cc(Cl)ccc2Cl)n1	-9%	-4%	i	5%	-2%	-4%	1%	-11%	45
COc1ccccc1NC(=O)CN1CCN(CC(=O)Nc2cc(C)ccc2OC)CC1	-1%	0%	i	-9%	4%	20%	-1%	-6%	17
O=C(Cn1nc(C(F)F)cc1C(F)F)N/N=C/c1ccc2c(c1)OCO2	0%	-2%	i	-20%	-9%	0%	-14%	0%	-15
CC(=O)Nc1ccc(NC(=O)C(C)OC(=O)c2cccc(S(=O)(=O)N3CCCCC3)c2)cc1 (stereo not given)	4%	15%	i	0%	3%	17%	-1%	-4%	0

Entries shown so far that have a COOH group (2):
SMILES	KB-3-1 tox	HT1080-NT tox	ATXN viability	MCF10A rereplic	ATXN2 expr inh	HT1080 IDH1KD tx	HepG2 tox	SW480 rerep	IL1B secr inh
CCCCC(=O)NC(=S)Nc1ccc(Cl)c(C(=O)O)c1	1%	-4%	i	-31%[inhibitor]	-11%	3%	0%	-38%[inhibitor]	-6
CCOc1cc(/C=N/Nc2nc(Nc3ccccc3)nc(N3CCCCC3)n2)ccc1OCC(=O)O	1%	-6%	i	17%	12%	1%	-14%	0%	3

From PubChem
